Luc counter: Counterscreen for Luciferase (Kinase-Glo TM) Inhibition. Luciferin 4-monooxygenase (Photuris pensylvanica), Q27757. Kinase-Glo luciferase, ATP luminescence, 8 min. Potency, µM (top dose mostly 38.3 µM), without a hit: at the top dose activity change, negative = inhibition, usual class: inhibitors. 200,000 compounds, 0.28% hits. AID 1379, 2008; also: % is scaled to controls: 0 for no effect and ±100 for the full control effect; nearly all actives have a fitted effect of over 60% in size
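Light output from Kinase-Glo luciferase with luciferin and 10 uM ATP in 50 mM imidazole pH 7.2, KCl, MgCl2, Tween 20, BSA; compound pin-delivered, 8-min ambient incubation, then luminescence read.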
RGS12 GoLoco inh: qHTS Assay for Inhibitors of RGS12 GoLoco Motif Activity (Red Fluorophore). Gai1:RGS12 GoLoco peptide FP, rhodamine, 10 min. Potency, µM (top dose mostly 61.6 µM), for inactives: at the highest dose activity, negative = inhibition, actives largely listed as inhibitors. 230,000 compounds, 0.44% hits; active = well fitted inhibition curve with a large enough effect, not every such curve was filed as active; inactive = no such curve, though single readings can be large or run the other way; also: % is scaled to controls: 0 for no effect and ±100 for the full control effect; nearly all actives have a fitted effect of over 30% in size; many of its hits are not listed in these tables
Target sequence (P63096 whole entry, looked up): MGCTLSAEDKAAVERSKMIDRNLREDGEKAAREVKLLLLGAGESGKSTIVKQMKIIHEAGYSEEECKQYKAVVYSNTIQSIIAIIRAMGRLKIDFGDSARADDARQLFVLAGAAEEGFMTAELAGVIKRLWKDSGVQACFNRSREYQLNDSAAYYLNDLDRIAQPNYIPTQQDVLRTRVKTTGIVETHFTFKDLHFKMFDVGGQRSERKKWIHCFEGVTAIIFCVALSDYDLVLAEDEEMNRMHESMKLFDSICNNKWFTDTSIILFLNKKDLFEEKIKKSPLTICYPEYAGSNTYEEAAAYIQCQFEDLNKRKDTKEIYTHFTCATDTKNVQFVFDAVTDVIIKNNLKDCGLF
SMN2 splice up: qHTS Assay for Enhancers of SMN2 Splice Variant Expression. 210,000 compounds, 2.8% hits. Potency, µM (titrated, usually from 46.1 µM), without a hit: at the top dose activity change, positive = activation, most hits filed as activators. HEK293 SMN2-luciferase splicing reporter, luminescence, 30-36 h; also: % of control where 0% means no effect; nearly all actives have a fitted effect of over 55% in size
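HEK293 cells carry an SMN2 minigene-luciferase reporter in which exon 7 inclusion puts luciferase in frame. Cells were seeded at 2000 cells/well, attached for 10-12 hours, then exposed to compounds for 30-36 hours at 37C before ONE-Glo luminescence.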
NPSR antagonist: qHTS Assay for Antagonists of the Neuropeptide S Receptor: cAMP Signal Transduction. CHO-NPSR cells, cAMP TR-FRET, antagonist mode. AID 1461, 2008. Potency, µM (series often up to 38.3 µM), inactives show at the top dose activity change, negative = inhibition, hits mostly inhibitors. 220,000 compounds, 1% hits. Q6W5P4; also: % is scaled to controls: 0 for no effect and ±100 for the full control effect; nearly all actives have a fitted effect of over 50% in size; many of its hits are not listed in these tables
Target sequence (Q6W5P4 whole entry, looked up): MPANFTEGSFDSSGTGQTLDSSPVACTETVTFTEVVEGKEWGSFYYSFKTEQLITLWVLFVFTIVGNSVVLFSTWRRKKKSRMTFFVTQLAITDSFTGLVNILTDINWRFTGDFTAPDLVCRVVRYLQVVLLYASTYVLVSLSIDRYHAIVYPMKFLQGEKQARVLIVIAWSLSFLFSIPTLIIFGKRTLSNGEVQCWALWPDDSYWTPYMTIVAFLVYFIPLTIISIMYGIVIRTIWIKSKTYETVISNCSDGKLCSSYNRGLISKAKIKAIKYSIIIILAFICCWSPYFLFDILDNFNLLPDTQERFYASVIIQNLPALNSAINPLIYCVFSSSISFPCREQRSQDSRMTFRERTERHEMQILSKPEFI
IMPase Li inh: qHTS Assay for Identifying the Cell-Membrane Permeable IMPase Inhibitors: Potentiation with Lithium; CHO-M1 cells, IP1 TR-FRET (IP-One), carbachol + lithium; Potency, µM (titrated, usually from 59.4 µM), for inactives: at the top dose activity, negative = IMPase inhibition, usual class: inhibitors; 210,000 compounds, 0.35% hits;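 also: IP1 builds up when IMPase is blocked and the TR-FRET signal falls; plate controls were basal vehicle for no effect and high inhibitor control for full effect; nearly all actives have a fitted effect of over 50% in size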
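Concentration–response in CHO-M1 cells, lithium-potentiated; 30 min at 37C. IP1 detected by competitive TR-FRET after 10 min lysis at RT. Hill-fitted AC50.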
KDM4E inh: qHTS Assay for Inhibitors of Human Jumonji Domain Containing 2E (JMJD2E) | Lysine-specific demethylase 4E (Homo sapiens), B2RXH2 | JMJD2E catalytic domain, FDH-coupled NADH fluorescence (FDH is formaldehyde dehydrogenase) | Potency, µM (highest dose often 57.1 µM), for inactives: at the highest dose activity change, negative = inhibition, hits mostly inhibitors | 230,000 compounds, 1.6% hits | AID 2147, 2009; active = well fitted inhibition curve with a large enough effect, not every such curve was filed as active; inconclusive = small, poorly fitted or top-dose-only effect, or another doubt; inactive = no such curve, though single readings can be large or run the other way;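 also: 0% = wells with enzyme and -100% = buffer wells without enzyme; nearly all actives have a fitted effect of over 50% in size; many of its hits are not listed in these tables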
Target sequence (B2RXH2 1-337 limits assumed): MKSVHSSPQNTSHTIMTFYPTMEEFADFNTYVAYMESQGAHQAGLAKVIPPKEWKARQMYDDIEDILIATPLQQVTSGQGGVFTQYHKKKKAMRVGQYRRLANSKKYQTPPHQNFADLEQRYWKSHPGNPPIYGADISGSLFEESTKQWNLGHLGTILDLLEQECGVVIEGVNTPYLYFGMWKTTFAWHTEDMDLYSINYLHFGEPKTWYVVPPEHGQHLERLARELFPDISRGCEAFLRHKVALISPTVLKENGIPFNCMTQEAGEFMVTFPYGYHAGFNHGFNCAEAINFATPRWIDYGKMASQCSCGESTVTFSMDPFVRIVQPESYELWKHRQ
RECQ1 helicase: qHTS Assay for Inhibitors of RecQ-Like Dna Helicase 1 (RECQ1) | Potency, µM (doses to about 57.3 µM), without a hit: at the highest dose activity, negative = inhibition, hits mostly inhibitors | ATP-dependent DNA helicase Q1 (Homo sapiens), P46063 | 240,000 compounds, 0.54% hits | RECQ1 DNA unwinding, red fluorescence kinetic read;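 also: plate controls were vehicle for no effect and no enzyme for full effect; nearly all actives have a fitted effect of over 30% in size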
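50 nM RECQ1T1 preincubated 15 min with compound in Tris pH 8.0 buffer with MgCl2, DTT, Tween-20 and 2.5 ug/ml poly(dI-dC); started with 200 nM TAMRA/BHQ-2 forked duplex and 2 mM ATP. Unwinding read as fluorescence (525/598 nm), two reads 2 h apart.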
Epigenetic reg: Quantitative High-Throughput Screen for Regulators of Epigenetic Control; murine LDR cells, GFP reporter derepression, 30 h; Potency, µM (series often up to 53.9 µM), for the others: at the highest dose GFP activation, most hits filed as activators; 280,000 compounds, 0.2% hits; AID 1865, 2009; also: % of control where 0% means no effect; nearly all actives have a fitted effect of over 60% in size
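In this reporter-derepression format, murine cells bearing a silenced integrated CMV-GFP locus incubate with test compound (30 h, 37 C), then are washed and imaged; fluorescent objects of 20–120 um count as induced cells.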
The depositor's hits bear a star; [ ] = another dose, or the depositor's remark. Unless noted, calls follow the shape of the dose curve; as a rule, active = well fitted curve in the direction sought with a large enough effect; inconclusive = small, poorly fitted or top-dose-only effect, or another doubt; inactive = no such curve, though single readings can be large; an effect the other way counts as inactive or inconclusive. Potency is read from the fitted curve at half-maximal effect.

How did CCC(C)(C)NC(=O)/C=C/c1ccc(OC)c(S(=O)(=O)N2CCOCC2)c1 do in these assays?
Luc counter: -5%; RGS12 GoLoco inh: -18%; SMN2 splice up: -3%; NPSR antagonist: 6%; IMPase Li inh: -4%; KDM4E inh: -5%; RECQ1 helicase: -3%; Epigenetic reg: -1.3%

What do the screens show for `CCC(C(=O)N1CCOCC1)n1c(C(=O)OC)cc2occc21` (stereo unspecified)?
Luc counter: 0%; RGS12 GoLoco inh: 3%; SMN2 splice up: -3%; NPSR antagonist: -14%[46.1 µM]; IMPase Li inh: 23%[38.3 µM]; KDM4E inh: -1%; RECQ1 helicase: -1%; Epigenetic reg: -2.1%

Results for CCOCCOC(=O)c1ccc(NC(=O)c2cc(OC)c(OC)c(OC)c2Br)cc1 ?
Luc counter: -1%; RGS12 GoLoco inh: 4%; SMN2 splice up: 3%; NPSR antagonist: -6%; IMPase Li inh: -1%; KDM4E inh: 10%; RECQ1 helicase: -4%; Epigenetic reg: 0.0%

What do the screens show for `CCOc1ccc(C(C)=O)cc1CN1C(=O)NC2(CCCCC2C)C1=O` (stereo unspecified)?
Luc counter: 14%; RGS12 GoLoco inh: -1%; SMN2 splice up: -21%; NPSR antagonist: -11%[46.1 µM]; IMPase Li inh: 2%[38.3 µM]; KDM4E inh: 10%; RECQ1 helicase: inactive; Epigenetic reg: -1.4%

Results for O=C(Cc1csc(Nc2nc(=S)[nH]c3ccccc23)n1)NCc1ccccc1Cl ?
Luc counter: 1%; RGS12 GoLoco inh: 0%; SMN2 splice up: 8%; NPSR antagonist: 0%[46.1 µM]; IMPase Li inh: 6%[38.3 µM]; KDM4E inh: 15%; RECQ1 helicase: -3%; Epigenetic reg: 1.8%

Results for CCc1nnc(NC(=O)C2(C)COC(c3ccccc3)OC2)s1 (stereo unspecified) ?
Luc counter: -2%; RGS12 GoLoco inh: 1%; SMN2 splice up: 24%; NPSR antagonist: 9%; IMPase Li inh: 1%; KDM4E inh: -3%; RECQ1 helicase: inactive; Epigenetic reg: -1.2%

Results for O=C(CCC(=O)Nc1ccc(F)cc1)N/N=C/c1ccncc1 ?
Luc counter: -1%; RGS12 GoLoco inh: -5%; SMN2 splice up: -8%; NPSR antagonist: 6%; IMPase Li inh: -1%; KDM4E inh: 7%; RECQ1 helicase: inactive; Epigenetic reg: 4.7%

Results for CCCNC(=O)Cn1c(=O)/c(=C\c2ccc(-c3cccc([N+](=O)[O-])c3)o2)s/c1=C\C(=O)C(C)(C)C ?
Luc counter: -6%; RGS12 GoLoco inh: -59%; SMN2 splice up: 28%; NPSR antagonist: -21%; IMPase Li inh: inconclusive; KDM4E inh: -2%; RECQ1 helicase: -2%; Epigenetic reg: 2.6%

What do the screens show for `Cc1ccc(NS(=O)(=O)c2cccc(C(=O)NCC3(N(C)C)CCCCC3)c2)cc1`?
Luc counter: 3%; RGS12 GoLoco inh: 3%; SMN2 splice up: -19%; NPSR antagonist: 10µM*; IMPase Li inh: 1%; KDM4E inh: 4%; RECQ1 helicase: -4%; Epigenetic reg: -1.3%

What do the screens show for `CCC(=O)Nc1ccc2c(c1)ncn2-c1ccc(C)cc1`?
Luc counter: 1%; RGS12 GoLoco inh: -6%; SMN2 splice up: 8.9µM*; NPSR antagonist: -11%; IMPase Li inh: 1%; KDM4E inh: 0%; RECQ1 helicase: -2%; Epigenetic reg: -1.1%

Results for CC(=O)c1cn(CC(=O)NCc2ccc3c(c2)OCO3)c2ccccc12 ?
Luc counter: 1%; RGS12 GoLoco inh: 4%; SMN2 splice up: -79%[inhibitor]; NPSR antagonist: 10%; IMPase Li inh: 8%; KDM4E inh: -13%; RECQ1 helicase: -2%; Epigenetic reg: -1.0%

How did c1ccc(Cc2ccc(OCCn3cncn3)cc2)cc1 do in these assays?
Luc counter: -3%; RGS12 GoLoco inh: 4%; SMN2 splice up: -28%; NPSR antagonist: -8%[46.1 µM]; IMPase Li inh: -8%; KDM4E inh: 3%; RECQ1 helicase: -7%; Epigenetic reg: 0.0%

How did Cc1ccc(C)c(OCC(=O)Nc2ccc(S(=O)(=O)N3CCN(C)CC3)cc2)c1 do in these assays?
Luc counter: -3%; RGS12 GoLoco inh: 2%; SMN2 splice up: 2%; NPSR antagonist: -7%[46.1 µM]; IMPase Li inh: 2%; KDM4E inh: -17%; RECQ1 helicase: -1%; Epigenetic reg: 2.4%

How did Cc1ccc(-c2csc3ncnc(-n4nnc5ccccc54)c23)cc1 do in these assays?
Luc counter: -3%; RGS12 GoLoco inh: 12%; SMN2 splice up: -11%; NPSR antagonist: -9%; IMPase Li inh: 13%; KDM4E inh: -7%; RECQ1 helicase: -7%; Epigenetic reg: -1.0%

What do the screens show for `COc1cc2c(cc1OC)-c1n[nH]c(=S)n1C(C)(C)C2`?
Luc counter: 10%; RGS12 GoLoco inh: 2%; SMN2 splice up: 19%; NPSR antagonist: 12%; IMPase Li inh: 1%; KDM4E inh: inconclusive; RECQ1 helicase: -5%; Epigenetic reg: -3.5%

What do the screens show for `CCOc1ccccc1C(=O)N1CCN(c2cccc(Cl)c2)CC1`?
Luc counter: -5%; RGS12 GoLoco inh: -2%; SMN2 splice up: -41%[inhibitor]; NPSR antagonist: inconclusive; IMPase Li inh: 26%[38.3 µM]; KDM4E inh: -10%; RECQ1 helicase: inactive; Epigenetic reg: 0.0%

Results for CC(=O)Nc1ccc2cc3ccc(NC(C)=O)cc3nc2c1 ?
RGS12 GoLoco inh: 3%; NPSR antagonist: 37%[7.67 µM]; KDM4E inh: inconclusive; RECQ1 helicase: -11%; Epigenetic reg: inconclusive

Results for Nc1nnnn1/N=C/c1cc([N+](=O)[O-])ccc1O ?
RGS12 GoLoco inh: -2%; NPSR antagonist: 2%; KDM4E inh: 0%; RECQ1 helicase: 1%; Epigenetic reg: -1.2%

Results for COc1cccc(-n2c(Cc3cc(=O)[nH]c(=O)[nH]3)nnc2SCC(=O)N2CCCCCC2)c1 ?
Luc counter: 13%; RGS12 GoLoco inh: 8%; SMN2 splice up: 6%; NPSR antagonist: 9%[46.1 µM]; IMPase Li inh: 5%[38.3 µM]; KDM4E inh: 7%; RECQ1 helicase: -1%; Epigenetic reg: 0.7%

What do the screens show for `Cn1nnnc1-c1cc(Cl)cc(Cl)c1`?
Luc counter: 3%; RGS12 GoLoco inh: -3%; SMN2 splice up: 10%; NPSR antagonist: 8%; IMPase Li inh: -5%; KDM4E inh: -7%; RECQ1 helicase: -16%; Epigenetic reg: -1.8%

Results for COc1cc(C(=O)NC(=S)NC(C)C)cc(OC)c1OC ?
Luc counter: 0%; RGS12 GoLoco inh: -9%; SMN2 splice up: 6%; NPSR antagonist: -1%; IMPase Li inh: -3%; KDM4E inh: -2%; RECQ1 helicase: -8%; Epigenetic reg: -8.2%

Results for C#CCOCCOCCOCCNc1nc(N2CCN(C(=O)Cn3cc(CCCCN)nn3)CC2)nc(N2CCN(C(=O)[C@H](C)n3cc(CCCN=C(N)N)nn3)CC2)n1 ?
Luc counter: 0%; RGS12 GoLoco inh: 2%; SMN2 splice up: 5%; NPSR antagonist: 19%; IMPase Li inh: 9%; KDM4E inh: inconclusive; RECQ1 helicase: inactive; Epigenetic reg: 2.6%

Results for CCOC(=O)c1c(C)[nH]c(C(=O)Nc2ccc(NC(C)=O)cc2)c1C ?
Luc counter: 1%; RGS12 GoLoco inh: -32%; SMN2 splice up: 3%; NPSR antagonist: -12%; IMPase Li inh: 9%; KDM4E inh: -8%; RECQ1 helicase: inactive; Epigenetic reg: 1.3%

What do the screens show for `O=C(Cn1cnc([N+](=O)[O-])n1)NCc1ccccc1`?
Luc counter: -6%; RGS12 GoLoco inh: -3%; SMN2 splice up: 12%; NPSR antagonist: 4%[46.1 µM]; IMPase Li inh: -7%[38.3 µM]; KDM4E inh: -1%; RECQ1 helicase: -6%; Epigenetic reg: -0.4%

Results for O=C(c1cnn(-c2ccc(Cl)cc2)c1)c1ccccc1O ?
Luc counter: -16%; RGS12 GoLoco inh: 3%; SMN2 splice up: -9%; NPSR antagonist: -11%; IMPase Li inh: -3%; KDM4E inh: -11%; RECQ1 helicase: -5%; Epigenetic reg: 1.3%

Results for Cc1ccc(NC(=O)NC(=O)CSc2n[nH]c(N)n2)c(C)c1 ?
Luc counter: -3%; RGS12 GoLoco inh: -6%; SMN2 splice up: -9%; NPSR antagonist: 0%; IMPase Li inh: -3%; KDM4E inh: -7%; RECQ1 helicase: -11%; Epigenetic reg: -1.1%

Results for CC(=O)N/C(=C\c1ccccc1)C(=O)NCC(=O)O ?
Luc counter: 0%; RGS12 GoLoco inh: -4%; SMN2 splice up: 16%; NPSR antagonist: -10%[46.1 µM]; IMPase Li inh: -2%; KDM4E inh: -1%; RECQ1 helicase: -3%; Epigenetic reg: 2.3%

Results for CC(C)C(C(=O)O)N1CCS(=O)(=O)CC1 (stereo unspecified) ?
Luc counter: -1%; RGS12 GoLoco inh: -1%; SMN2 splice up: 16%; NPSR antagonist: 19%; IMPase Li inh: 5%; KDM4E inh: -18%; RECQ1 helicase: 4%; Epigenetic reg: -0.3%

What do the screens show for `Cc1ccccc1C(=O)NNC(=O)C(=O)Nc1cccc(Cl)c1C`?
Luc counter: -3%; RGS12 GoLoco inh: 5%; SMN2 splice up: -8%; NPSR antagonist: -9%[46.1 µM]; IMPase Li inh: -1%[38.3 µM]; KDM4E inh: 4%; RECQ1 helicase: -10%; Epigenetic reg: -3.1%

These rows are one share of the data. The share of hits here may be higher or lower than overall.
